Compound activity (PubChem BioAssay)
Wnt bcat act – Wnt/beta-catenin pathway activation; activation, % at 9.35 µM; Wnt/beta-catenin reporter cell assay, activator, plate reader; 300,000 tested, 1.2% active; in the data active = activation above about 30%, passing the limit was not always enough;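 also: 0% = neutral control wells and 100% = positive control wells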
phage Ecoli inh – E. coli growth loss with phage present. growth absorbance. 360,000 tested, 0.26% active. AID 651602. inhibition, % at 11.9 µM; in the data active = inhibition above about 11%
An asterisk follows results filed as active.

Wnt bcat act | phage Ecoli inh | SMILES
-2.1 | -0.3 | CCOC(=O)[C@]12CCCC=C1N(Cc1ccco1)C(=O)[C@H](CC(=O)NCc1cccc(C(F)(F)F)c1)C2
-16.8 | 1.1 | Cc1cc(C(=O)N2CCC2(C)C(=O)Nc2cc(C(C)(C)C)nn2C)nn1C (stereo not drawn)
-0.8 | 3.3 | CC(C)CN(C(=O)COC(=O)CCSc1ccc(Cl)cc1)c1c(N)n(Cc2ccccc2)c(=O)[nH]c1=O
0.2 | -0.3 | O=C(NCc1ccncc1)C1Cc2c(-c3ccc4c(c3)OCO4)ccnc2O1 (stereo not drawn)
0.5 | -0.2 | Cc1cccc(C)c1-n1nnnc1C(c1ccnc2ccccc12)N1CCN(C(=O)OCc2ccccc2)CC1 (stereo not drawn)
-4.8 | 4.0 | O=C(c1ccc(CNS(=O)(=O)c2ccc(F)cc2)cc1)N1CCCCCC1
-1.0 | 2.9 | OC[C@H]1O[C@@H](c2nc(-c3ccc4[nH]ccc4c3)no2)[C@H](O)[C@@H](O)[C@H]1O
9.2 | 3.6 | CCn1cc(C(=O)Nc2ccc(Oc3cccnc3)cc2)c2ccccc21
0.0 | 0.8 | CCCCN(C)C(=O)c1sc(=O)n(Cc2ccccc2F)c1C
-1.5 | -0.5 | Cc1ccn2c(C(C)O)nnc2c1 (stereo not drawn)
-2.9 | 2.1 | COc1cc2cc(C(=O)NCCc3c[nH]c4ccccc34)c(N)nc2cc1OC
-4.5 | 0.8 | CCCCN(C)C(=O)c1sc(=O)n(Cc2c(C)cccc2C)c1C
-0.4 | 3.5 | COCCCN1C(=O)C(CC(=O)NCCN2CCOCC2)CC(C(=O)N2CCCCCC2)=C1C (stereo not drawn)
-1.3 | 2.8 | CCOC(=O)C1=CCN(S(=O)(=O)c2ccccc2F)C1c1cccc(Br)c1 (stereo not drawn)
1.7 | 1.4 | NC(=O)c1ncn([C@@H]2O[C@H](C(=O)N[C@H](Cc3c[nH]c4ccccc34)C(=O)N3CCN(C(=O)C4CC4)CC3)[C@@H](O)[C@H]2O)n1
-11.3 | 0.9 | COC(=O)C1=C(C)N(Cc2ccc(C(F)(F)F)cc2)C(=NCc2ccccc2C(F)(F)F)NC1c1cccc(Cl)c1 (stereo not drawn)
-1.8 | 1.5 | Cc1ccc(Cc2c(C3CCCCC3)nc3cc(C)c(Br)c(C)n23)cc1
19.2 | 3.4 | CCc1nc2c(OCc3ccc(F)cc3)cccn2c1N(C)C(=O)c1ccco1
-6.0 | 3.8 | CCOc1ccccc1-c1cc(NC)ncn1
-1.3 | 1.8 | Cc1ccc(S(=O)(=O)NNC(=O)C23CCC(CC2)C3)cc1

Continuation:
Wnt bcat act | phage Ecoli inh | SMILES
-3.6 | 2.0 | O=C1NC[C@@H](CCCCN2C[C@H](Cc3ccc(O)cc3)N(CC3CCCCC3)C(=O)C2=O)N(CC2CCCCC2)C1=O
-7.3 | 1.9 | C#Cc1cccc(Nc2nc(NCc3ccccc3OC)nc3ccsc23)c1
6.9 | 2.8 | CC1(C)CC(=O)C=C(c2ccc(-c3ccc(OC(F)(F)F)cc3)cc2)C1=O
0.6 | 1.5 | C[C@@H]1CN([C@@H](C)CO)C(=O)CCCn2nncc2CO[C@H]1CN(C)S(=O)(=O)c1cn(C)cn1
-1.7 | 3.7 | CCOC(=O)CCCCCC(=O)Nc1ccc2c(c1)C(=O)N([C@@H](C)CO)C[C@@H](C)[C@H](CN(C)C(=O)c1ccncc1)OCCCC[C@H](C)O2
-0.2 | 1.6 | N#Cc1ccccc1S(=O)(=O)N1CCN(C(=O)CN(Cc2ccco2)Cc2cccs2)CC1
-0.2 | 3.6 | Cc1c(C(=O)NCc2ccc3c(c2)OCCO3)sc(=O)n1Cc1ccccc1C(F)(F)F
-2.6 | 1.9 | COC(=O)c1cccc(-n2c(C)cc(/C=C3\SC(=O)NC3=O)c2C)c1
-5.2 | 1.6 | Nc1cc(Br)cc2c1[nH]c(=O)c1ccccc12
-0.1 | 0.2 | COc1ccccc1Cc1c(C2CCCCC2)nc2c3ccccc3ccn12
-0.2 | 0.0 | CCCS(=O)(=O)NC(=O)C1(C)CCCN(C(=O)c2cccc(Cl)c2)C1 (stereo not drawn)
-0.3 | 1.4 | CCOC(=O)[C@]12CCC=C1N(Cc1ccco1)C(=O)[C@H](CC(=O)N1CCCCC1)C2
-2.2 | 2.0 | Cn1c(NCc2ccccc2F)nc2cc(-c3ccccc3)sc2c1=O
-9.3 | 5.7 | NCCCNC(=S)NCCCN(Cc1ccc(Cl)cc1)c1ccc(Br)cn1
-1.0 | 3.3 | O=C(NCC1CC1)c1ccc(-n2ccnc2)c2ccoc12
-0.5 | 3.4 | COc1cc(C=NNc2ccccc2[N+](=O)[O-])cc(OC)c1OC
16.2 | -1.6 | O=c1c(-c2cccs2)nc2ccccc2n1C(c1ccccn1)c1nc2ccccc2[nH]1 (stereo not drawn)
2.4 | 2.3 | CC(=O)Nc1ccc(-c2ccnc3c2CC(C)(C(=O)Nc2cccc(C(C)=O)c2)O3)cc1 (stereo not drawn)
-1.8 | 1.3 | C[C@@H]1CN([C@@H](C)CO)C(=O)CCCn2nncc2CO[C@@H]1CN(C)C(=O)c1cc(-c2ccccc2)on1
0.1 | 1.6 | CCCCn1nnnc1C1(C)CCC(=O)N1Cc1cccc(F)c1 (stereo not drawn)

Among those listed so far, five have a furan ring, fused or not:
Wnt bcat act | phage Ecoli inh | SMILES
-2.1 | -0.3 | CCOC(=O)[C@]12CCCC=C1N(Cc1ccco1)C(=O)[C@H](CC(=O)NCc1cccc(C(F)(F)F)c1)C2
19.2 | 3.4 | CCc1nc2c(OCc3ccc(F)cc3)cccn2c1N(C)C(=O)c1ccco1
-0.2 | 1.6 | N#Cc1ccccc1S(=O)(=O)N1CCN(C(=O)CN(Cc2ccco2)Cc2cccs2)CC1
-0.3 | 1.4 | CCOC(=O)[C@]12CCC=C1N(Cc1ccco1)C(=O)[C@H](CC(=O)N1CCCCC1)C2
-1.0 | 3.3 | O=C(NCC1CC1)c1ccc(-n2ccnc2)c2ccoc12

(cont.)
Wnt bcat act | phage Ecoli inh | SMILES
-18.6 | -1.2 | COC(=O)C1=C(C)N(Cc2cccc(C(F)(F)F)c2)C(=NCc2ccc(OC)cc2)NC1c1ccc(Cl)cc1 (stereo not drawn)
-1.5 | 2.2 | Cn1c2ccc(F)cc2c2nnc(NN)nc21
-3.1 | 2.4 | O=C(C1=C(O)C(=O)N(CCN2CCOCC2)C1c1cccc([N+](=O)[O-])c1)c1cc2ccccc2o1 (stereo not drawn)
-2.7 | 7.4 | OC(c1cccc(Cl)c1)c1ncc(-c2ccc(Oc3ccccc3)cc2)[nH]1 (stereo not drawn)
-1.1 | 0.6 | O=NN(CC(=O)NN=CC=Cc1ccccc1)CC(=O)NN=CC=Cc1ccccc1
-3.1 | 1.7 | COc1ccc(C(=O)N2CCC2(C)C(=O)O)cc1C(F)(F)F (stereo not drawn)
-1.8 | 1.0 | C[C@H](NC(=O)C1CCN(C(=O)[C@@H]2CCCN2C(=O)OC(C)(C)C)CC1)C(=O)NCc1ccc(F)cc1
2.3 | 0.2 | Nc1ccn([C@@H]2O[C@H](C(=O)NCc3ccc4c(c3)OCO4)[C@@H](O)[C@H]2O)c(=O)n1
-4.9 | 3.1 | Cc1nc(C(F)(F)F)ccc1C(=O)N1CCC1(C)C(=O)NCc1cccs1 (stereo not drawn)
0.5 | 3.0 | COC1=CC(=O)OC(c2cccc([N+](=O)[O-])c2)C1 (stereo not drawn)
-4.7 | 5.0 | O=C([C@H]1O[C@@H](n2ccc(=O)[nH]c2=O)[C@H](O)[C@@H]1O)N1CCC(F)(F)CC1
-7.1 | 1.2 | COc1ccccc1CCn1cnc(-c2ccccc2OC)c1CC(C)C
4.6 | 2.3 | O=S1(=O)N[C@H](Cc2ccccc2)COc2cc(N3CCSCC3)ccc21
-3.0 | 2.9 | Nc1[nH]c(C(=O)c2ccc(Br)cc2)c(-c2ccccc2Br)c1C(=O)NCCc1c[nH]c2ccccc12
0.0 | 1.6 | Cc1[nH]c2ccccc2c1C(=O)C(=O)NCc1nnnn1-c1ccc(F)cc1
-0.7 | 3.8 | Cc1cc(-c2cc(NC(=O)Cc3c(C)[nH]c4ccccc34)ccc2Nc2cccnc2)ccc1F
-3.0 | 1.9 | CC(C)[C@@H]1Cc2[nH]c(=S)[nH]c(=O)c2[C@H](C)O1
4.4 | 1.8 | CC(=O)/C=C1\OCc2cc(OCc3ccccc3)ccc21
-2.5 | 2.2 | NC(=O)c1ccc(NC(=O)COC(=O)CCC2CCCC2)cc1
-2.0 | 1.4 | CC(C)(O)C#Cc1ccc(N2C(c3ccsc3)=Cc3ccc(F)cc3C2c2c[nH]c3ccc(C#N)cc23)cc1 (stereo not drawn)

Later entries
Wnt bcat act | phage Ecoli inh | SMILES
-3.9 | 0.5 | COc1ccc(NC(=O)c2cccc3c(-c4ccc(OC)cc4C)coc23)cc1
-1.3 | 1.5 | CCCCNC(=O)c1nc(-c2cccnc2)oc1-c1ccc(OC(F)(F)F)cc1
5.1 | 1.6 | CCOC(=O)N1CCN(C(=O)C2CCC(=O)N(Cc3ccccc3OC)C2)CC1 (stereo not drawn)
-0.4 | 4.0 | COc1ccccc1Cc1c(C(C)(C)C)nc2c3ccccc3ccn12
-1.2 | 0.8 | COc1ccc(C(=O)OCC(=O)N2c3ccccc3CC2C)cc1S(=O)(=O)N1CCOCC1 (stereo not drawn)
-2.5 | 0.7 | COC(=O)c1cccc2c([N+](=O)[O-])c(NC(C)=O)cc(C(=O)OC)c12
2.3 | -1.7 | O=c1[nH]c(=S)[nH]c2c1C(c1ccc(Cl)cc1)OC(CCc1ccccc1)C2 (stereo not drawn)
-1.9 | -2.3 | COc1cc(C)ccc1S(=O)(=O)NC(=O)C1(C)CCN1C(=O)Cc1ccccc1Cl (stereo not drawn)
-7.5 | 0.2 | COc1ccc(-c2csc(C(O)c3ccc(F)cc3)n2)cc1OC (stereo not drawn)
-0.2 | 1.2 | CCCCNC(=O)c1cc(-c2ccccc2)sc1N
-2.4 | 2.9 | CO[C@@H]1[C@H](O)CC[C@]2(O)CN(c3ccc(F)cc3)[C@](C)([C@H](O)CC=C(C)C)[C@@H]12
2.5 | 0.8 | Cc1ccc(CC(=O)Nc2cccc(C(=O)Nc3c(C)n(C)n(-c4ccccc4)c3=O)c2)cc1C
-0.9 | 2.8 | O=c1c2ccccc2oc2ccccc12
2.9 | 0.1 | COc1cc(OC)cc(C2=Cc3ccccc3C(CC(=O)c3ccco3)N2c2ccc(-c3ccc(C(N)=O)cc3)cc2)c1 (stereo not drawn)
-4.4 | 1.0 | C=CC[C@H]1C(C(=O)OCC)=CC[C@@H](c2ccccc2)N1S(=O)(=O)c1ccc(C)cc1
-1.6 | 2.5 | Cc1ccccc1-c1csc(C(O)c2ccc(F)cc2)n1 (stereo not drawn)
1.2 | 3.9 | COC1=CC(C)C2CC3OC(=O)CC4C(C)=C(OC)C(=O)C(C2(C)C1=O)C34C (stereo not drawn)
-2.1 | 4.7 | C[C@H](CO)N1C[C@H](C)[C@H](CN(C)C(=O)Nc2ccc(C(F)(F)F)cc2)OCc2cnnn2CCCC1=O
-4.3 | 1.0 | CCCCN(C=O)c1c(CC)nc2c(OCCC3CCCCC3)cccn12
-2.6 | 0.5 | Cc1ccc(C)c(C(O)c2ncc(-c3cccc(F)c3)[nH]2)c1 (stereo not drawn)

By substructure, the compounds so far with a tert-butyl group.
Wnt bcat act | phage Ecoli inh | SMILES
-16.8 | 1.1 | Cc1cc(C(=O)N2CCC2(C)C(=O)Nc2cc(C(C)(C)C)nn2C)nn1C (stereo not drawn)
-1.8 | 1.0 | C[C@H](NC(=O)C1CCN(C(=O)[C@@H]2CCCN2C(=O)OC(C)(C)C)CC1)C(=O)NCc1ccc(F)cc1
-0.4 | 4.0 | COc1ccccc1Cc1c(C(C)(C)C)nc2c3ccccc3ccn12

Next structures:
Wnt bcat act | phage Ecoli inh | SMILES
2.4 | 1.4 | CNC(C)C(=O)NC(C(=O)N1CCCC1C(=O)Nc1ccc2[nH]ccc2c1)C(C)C (stereo not drawn)
-2.8 | 1.9 | O=C(NC(c1ccc(Cl)cc1)c1cnccn1)C1CCN(CCOc2ccc(F)cc2)CC1 (stereo not drawn)
-0.4 | 3.6 | COc1cccc(S(=O)(=O)N2C[C@H](O)COC[C@H]3O[C@@H](CC(=O)N4CCN(C)CC4)CC[C@@H]32)c1
-2.2 | -2.5 | CCCCCCCCN1C(=O)[C@H](CC(=O)N2CCSCC2)C[C@@]2(C(=O)OCC)CCCC=C12
2.7 | 2.3 | Cc1cc2nc(-c3ccccc3)c(Cc3cccc(Cl)c3)n2c(C)c1Br
-1.9 | 0.1 | CC(C)C[C@H]1COc2ccc(Cl)cc2S(=O)(=O)N1C[C@H](NC(=O)OC(C)(C)C)C(C)C
0.0 | -0.3 | CN(C)c1ccc2c(=O)cc[nH]c2c1
-2.7 | 1.3 | CC(C)[C@@H]1Cc2[nH][nH]c(=O)c2[C@H](C(C)C)O1
1.3 | 0.2 | CC1(C(=O)NCCC#N)CCN1C(=O)CC(c1ccccc1)c1ccccc1 (stereo not drawn)
-1.0 | 3.0 | CCCNC(=O)C1(C)CCN(C(=O)Cc2ccc3ccccc3c2)C1 (stereo not drawn)
-1.2 | -3.8 | O=C(COc1cccc(F)c1)Nc1nc(-c2ccccn2)cs1
-0.3 | 0.3 | Cc1nc(-[n+]2nc(-c3ccncc3)nn2-c2ccccc2)sc1C
-2.1 | 1.8 | CC1(C(=O)Nc2ccc3c(c2)OCCO3)CN(S(C)(=O)=O)CC(=O)N1CCc1c[nH]c2ccccc12 (stereo not drawn)
1.2 | 4.3 | O=C(c1[nH]c(C(F)(F)F)nc1-c1ccccc1)N1CCN(CCN2CCOCC2)CC1
-5.4 | 1.6 | CN[C@H]1C[C@H]2c3[nH]c4c(-c5ccccc5)cccc4c3CCN2C(=O)[C@H]1[C@H](C)O

The list is partial, so the mix of outcomes need not match the whole.
